EZH2 inh – blocks human EZH2/PRC2 H3K27 methylation. Q15910. DELFIA TRF, 1 h. inhibition, % at 12.5 µM. 57,000 tested, 0.35% active;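 active = mean inhibition of replicates at least 50% and every single replicate also reaching 50%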;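 note: dimethyl H3K27 on biotinylated H3 21-44 peptide detected by antibody; plate controls were median neutral control wells for no effect and median positive control wells for full effect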
Target sequence (Q15910 whole entry, looked up): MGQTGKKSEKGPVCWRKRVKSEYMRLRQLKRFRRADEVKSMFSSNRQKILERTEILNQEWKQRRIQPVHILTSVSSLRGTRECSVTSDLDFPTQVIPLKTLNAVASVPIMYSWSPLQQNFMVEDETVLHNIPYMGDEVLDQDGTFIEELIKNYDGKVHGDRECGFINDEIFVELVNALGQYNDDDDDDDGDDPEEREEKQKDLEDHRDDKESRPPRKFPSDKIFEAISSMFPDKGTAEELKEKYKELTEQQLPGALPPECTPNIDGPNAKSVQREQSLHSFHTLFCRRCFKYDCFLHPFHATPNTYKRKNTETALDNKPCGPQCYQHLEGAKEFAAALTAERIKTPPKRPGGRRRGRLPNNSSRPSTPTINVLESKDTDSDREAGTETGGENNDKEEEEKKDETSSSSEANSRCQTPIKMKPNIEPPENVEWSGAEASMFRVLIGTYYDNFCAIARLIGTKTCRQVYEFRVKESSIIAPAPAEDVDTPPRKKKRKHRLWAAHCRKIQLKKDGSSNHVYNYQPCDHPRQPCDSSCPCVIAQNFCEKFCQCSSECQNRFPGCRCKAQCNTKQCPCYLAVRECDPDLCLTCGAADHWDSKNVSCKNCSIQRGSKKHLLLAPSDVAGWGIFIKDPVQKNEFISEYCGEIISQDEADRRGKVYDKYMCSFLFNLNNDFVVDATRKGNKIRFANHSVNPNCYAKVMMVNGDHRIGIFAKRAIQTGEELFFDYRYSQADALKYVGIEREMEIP
IDH1 mut inh – blocks human IDH1 R132H reductase activity; O75874; diaphorase/resazurin fluorescence, 60 min; inhibition, % at 10 µM; 70,000 tested, 0.18% active; AID 624101; in the data active = inhibition above about 34%;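 note: 0% = DMSO and 100% = no enzyme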
The depositor's hits bear a star; · = no result given; & = joins results of further samples.

SMILES | EZH2 inh | IDH1 mut inh
CO[C@@H]1CN(C)C(=O)c2ccc(NC(=O)c3ccccc3F)cc2OC[C@H](C)N(C(C)=O)C[C@@H]1C | -4 | 0.0
COc1ccc(C2OC(c3ccc(S(=O)(=O)N4CCCCC4)cc3)=NN2C(C)=O)cc1 (centres undefined) | 3 | -1.0
C[C@@H]1CN([C@@H](C)CO)S(=O)(=O)c2ccc(C#CC3CC3)cc2O[C@@H]1CN(C)Cc1ccc(F)cc1 | 30 | 0.2
Cc1cc(Br)c2c(c1)C(O)(CC(=O)c1ccc(C)o1)C(=O)N2 (centres undefined) | -3 | -0.2
C[C@@H]1CN([C@@H](C)CO)C(=O)c2cc(C#CC(C)(C)O)cnc2O[C@@H]1CN(C)C(=O)CN(C)C | 9 | 0.7
COc1ccccc1C#Cc1ccc2c(c1)O[C@@H](CN(C)Cc1ccncc1)[C@H](C)CN([C@@H](C)CO)S2(=O)=O | · | 0.3
C[C@H]1CN([C@@H](C)CO)C(=O)Cc2cc(NC(=O)CCC(F)(F)F)ccc2O[C@@H]1CN(C)CC1CC1 | 4 | 1.3
CCOC(=O)c1oc2c(C)c(O)ccc2c(=O)c1-c1nncn1-c1ccccc1 | · | 2.2
CCOc1ccc(NC(=O)C(C)n2nc(C)c([N+](=O)[O-])c2C)cc1 (centres undefined) | 1 | -0.3
CCOC(=O)c1ccc(NC(=O)CC2NCCNC2=O)cc1 (centres undefined) | -15 | 0.3
O=C(C[C@@H]1C=C[C@H](NC(=O)Nc2ccc(C(F)(F)F)cc2)[C@@H](CO)O1)NCc1cc(F)cc(F)c1 | 11 | -0.2
COc1ccc(NC(=O)Nc2ccc3c(c2)C(=O)N([C@@H](C)CO)C[C@@H](C)[C@H](CN(C)S(=O)(=O)c2cn(C)cn2)OCCCC[C@H](C)O3)cc1 | · | -13
CCOC(=O)c1ccc(Nc2nnc(CSc3nc(C)cc(C)n3)s2)cc1 | · | 0.0
C[C@@H](NC(=O)C[C@H]1CC[C@@H](NC(=O)C2CC2)[C@@H](CO)O1)c1ccccc1 | 0 | 0.0
CO[C@H]1CN(C)C(=O)c2ccc(NC(=O)c3ccno3)cc2OC[C@H](C)N(S(C)(=O)=O)C[C@H]1C | 2 | -0.2
C[C@@H]1CCCCO[C@H](CN(C)S(C)(=O)=O)[C@@H](C)CN([C@H](C)CO)C(=O)c2cc(NC(=O)CCC(F)(F)F)ccc2O1 | 0 | ·
CCOC(=O)c1ccc(NC(=O)CSc2nc3sc4c(c3c(=O)n2C)CCCC4)cc1 | -6 | 0.3
C[C@H]1CN([C@@H](C)CO)C(=O)c2cc(NC(=O)CCC(F)(F)F)ccc2O[C@@H]1CN(C)C(=O)Nc1cccc2ccccc12 | 2 | -7.6
CS(=O)(=O)Nc1ccc2c(c1)[C@@H]1C[C@@H](CC(=O)NCC3CC3)O[C@@H](CO)[C@@H]1O2 | 4 | -2.0
C[C@@H]1CN([C@H](C)CO)C(=O)c2cc(N(C)C)ccc2O[C@@H]1CN(C)C(=O)NC1CCCCC1 | 0 | -0.4
COc1cccc(NC(=O)N(C)C[C@H]2Oc3cc(C#Cc4ccc(F)cc4)ccc3S(=O)(=O)N([C@H](C)CO)C[C@H]2C)c1 | -9 | -1.9
COc1cc(OC)c(C(=O)NCc2ccccn2)cc1OC | 2 | -1.9
C[C@H](CO)N1C[C@H](C)[C@H](CN(C)C(=O)C2CC2)Oc2cc(-c3cccc(F)c3)ccc2S1(=O)=O | 0 | -1.0
O=C(NCc1n[nH]c(=O)c2ccccc12)c1cc2ccccc2oc1=O | · | 0.1
C[C@@H]1CCCCO[C@@H](CN(C)C(=O)Nc2ccccc2)[C@@H](C)CN([C@@H](C)CO)C(=O)c2cc(NC(=O)CCC(F)(F)F)ccc2O1 | · | -1.2
CC(C)NC(=O)Nc1ccc2c(c1)C(=O)N([C@@H](C)CO)C[C@@H](C)[C@H](CN(C)C(=O)Nc1ccc(F)cc1)OCCCC[C@H](C)O2 | · | 0.6
Cn1c(=O)c2c(ncn2CC(O)CNc2ccc(Br)cc2)n(C)c1=O (centres undefined) | 27 | -0.4
O=C(N[C@@H]1CC[C@@H](CCn2cc(C3(O)CCCC3)nn2)O[C@@H]1CO)c1ccccc1F | -4 | 0.3
C[C@@H]1CN([C@@H](C)CO)C(=O)c2cc(/C=C/c3ccccc3)cnc2O[C@H]1CN(C)C(=O)c1ccc(F)cc1 | -15 | 0.0
O=C(CCCCCCC(=O)Nc1ccccc1O)N/N=C/c1coc2ccccc2c1=O | -5 | ·
Cc1ccc(S(=O)(=O)Nc2cccc3c2O[C@H](CN(C)C(=O)Nc2ccccc2)[C@@H](C)CN([C@H](C)CO)C3=O)cc1 | 5 | ·
Cc1ccc2c(c1)-c1c(ssc1=S)C(C)(C)N2C(=O)c1ccncc1 | 23 | 1.3
O=C(Cc1ccccn1)N[C@@H]1CC[C@@H](CCNS(=O)(=O)c2cccc(F)c2)O[C@H]1CO | 25 | -0.2
C[C@H](CO)N1C[C@H](C)[C@@H](CN(C)C(=O)Nc2ccc3c(c2)OCO3)Oc2c(NC(=O)Nc3ccc(C(F)(F)F)cc3)cccc2C1=O | · | -0.2
COC(=O)c1ccccc1NC(=O)CSc1nc(-c2ccccc2)cc(=O)[nH]1 | 5 | 0.0
CCc1cccc(C)c1NC(=O)CNS(=O)(=O)c1ccc(Cl)cc1 | -10 | -0.4
C[C@@H]1CCCCO[C@@H](CN(C)C(=O)Cc2ccccc2)[C@@H](C)CN([C@@H](C)CO)C(=O)c2cc(NC(=O)NC3CCCCC3)ccc2O1 | · | 1.1
CC(C)(C)c1n[nH]c(C(C)(C)C)c1Cc1c(F)cccc1Cl | 30 | -0.8
C[C@H](CO)N1C[C@H](C)[C@H](CN(C)S(C)(=O)=O)Oc2c(NC(=O)c3cnccn3)cccc2C1=O | · | 0.2
C[C@@H]1CCCCO[C@H](CN(C)C(=O)Nc2ccccc2)[C@H](C)CN([C@@H](C)CO)C(=O)c2cc(NC(=O)Nc3ccc(C(F)(F)F)cc3)ccc2O1 | · | -0.1
C[C@@H]1CCCCO[C@@H](CN(C)Cc2ccc(Cl)c(Cl)c2)[C@@H](C)CN([C@@H](C)CO)C(=O)c2cc(NS(=O)(=O)c3ccc(Cl)cc3)ccc2O1 | · | 2.9
CO[C@@H]1CN(C)C(=O)c2cc(NS(=O)(=O)Cc3ccccc3)ccc2OC[C@@H](C)N(Cc2cccnc2)C[C@H]1C | -1 | -1.1
C[C@@H]1CN([C@H](C)CO)C(=O)c2cccc(NS(=O)(=O)c3cccs3)c2O[C@@H]1CN(C)Cc1ccc(-c2ccccc2)cc1 | -11 | -0.1
COc1cccc(S(=O)(=O)Nc2ccc3c(c2)[C@@H]2C[C@@H](CC(=O)NCc4ccc(Cl)cc4)O[C@H](CO)[C@@H]2O3)c1 | -3 | -0.2
O=S(=O)(N[C@@H]1CC[C@@H](CCn2cc(-c3ccccn3)nn2)O[C@@H]1CO)c1cccc(F)c1 | 0 | -0.4
O=C(Nc1ccccc1F)N[C@H]1CC[C@@H](CCNC(=O)C2CCCC2)O[C@@H]1CO | -7 | -0.2
Cc1noc(C)c1S(=O)(=O)Nc1ccc2c(c1)CC(=O)N([C@H](C)CO)C[C@@H](C)[C@H](CN(C)Cc1ccc(Cl)c(Cl)c1)O2 | · | 0.7
CN1C(=O)/C(=C/C=C2\SCCN2C)SC1=S | 0 | 0.8
C[C@H](CO)N1C[C@H](C)[C@@H](CN(C)CC2CCCC2)Oc2ncc(C#CCc3ccccc3)cc2C1=O | · | -3.8
CO[C@H](CN(C)C(=O)C1CCOCC1)[C@@H](C)CN(C(=O)Nc1ccc(C(F)(F)F)cc1)[C@@H](C)CO | 8 | 0.3
COC(=O)C1=C(C)NC(C)=C(C(=O)OCCN(C)Cc2ccccc2)C1c1cccc([N+](=O)[O-])c1 (centres undefined) | · | -3.4&-0.2
O=C(C[C@H]1C[C@@H]2c3cc(NS(=O)(=O)c4ccc(F)cc4)ccc3O[C@@H]2[C@@H](CO)O1)NCC1CC1 | 10 | 1.6
C[C@H](CO)N1C[C@H](C)[C@H](CN(C)CC2CC2)Oc2c(NC(=O)c3ccncc3)cccc2C1=O | 6 | 0.8
C[C@H](CO)N1C[C@H](C)[C@@H](CN(C)S(=O)(=O)c2ccccc2)OCCCC[C@H](C)Oc2ccc(NS(C)(=O)=O)cc2C1=O | · | 0.5
COc1ccc(NC(=O)N(C)C[C@H]2Oc3ccc(NS(=O)(=O)c4cn(C)cn4)cc3C(=O)N([C@H](C)CO)C[C@H]2C)cc1 | · | 4.2
Cc1ccc(S(=O)(=O)N[C@H]2CC[C@@H](CC(=O)NCCc3ccncc3)O[C@H]2CO)cc1 | 5 | 0.2
Cc1ccc(C(=O)Nc2ccccc2C(=O)N2CCN(c3ccccc3)CC2)cc1S(=O)(=O)N1CCCCC1 | 9 | -0.2
C[C@@H](O)C#Cc1ccc2c(c1)O[C@H](CN(C)Cc1ccncc1)[C@@H](C)CN([C@@H](C)CO)S2(=O)=O | -9 | 0.0
C[C@H](CO)N1C[C@H](C)[C@@H](CN(C)C(=O)Cc2ccccc2)OCCCC[C@H](C)Oc2ccc(NS(=O)(=O)c3ccc(Cl)cc3)cc2C1=O | · | 1.4
COc1ccc(-c2ccc3c(c2)O[C@H](CN(C)CC2CCOCC2)[C@@H](C)CN([C@H](C)CO)S3(=O)=O)cc1 | · | 0.1

Compounds listed so far with an NH in an aromatic ring, in the order listed:
SMILES | EZH2 inh | IDH1 mut inh
O=C(NCc1n[nH]c(=O)c2ccccc12)c1cc2ccccc2oc1=O | · | 0.1
COC(=O)c1ccccc1NC(=O)CSc1nc(-c2ccccc2)cc(=O)[nH]1 | 5 | 0.0
CC(C)(C)c1n[nH]c(C(C)(C)C)c1Cc1c(F)cccc1Cl | 30 | -0.8

Next part.
SMILES | EZH2 inh | IDH1 mut inh
COc1ccc(S(=O)(=O)N(C)C[C@H]2Oc3ccc(NS(C)(=O)=O)cc3C(=O)N([C@@H](C)CO)C[C@H]2C)cc1 | · | -3.5
Cc1noc(C)c1S(=O)(=O)N(C)C[C@@H]1Oc2ccc(NC(=O)Nc3ccccc3)cc2CC(=O)N([C@H](C)CO)C[C@H]1C | · | 1.5
Cc1cc(OCC(=O)Nc2cc(-c3nc4ccccc4o3)ccc2C)ccc1Cl | -4 | -0.5
C[C@@H]1CN([C@H](C)CO)C(=O)c2cc(NC(=O)Nc3cccc4ccccc34)ccc2O[C@@H]1CN(C)S(=O)(=O)c1cn(C)cn1 | · | 0.0
C[C@H]1CN([C@@H](C)CO)C(=O)c2cc(NS(=O)(=O)c3cn(C)cn3)ccc2O[C@H]1CN(C)S(=O)(=O)c1cn(C)cn1 | · | 0.0
C[C@@H]1CCCCO[C@H](CN(C)C(=O)Nc2cccc3ccccc23)[C@@H](C)CN([C@H](C)CO)C(=O)c2cc(NC(=O)Cc3ccccc3)ccc2O1 | · | -0.3
CN(C)CC(=O)N1[C@H](CO)[C@H](c2ccc(C#CC3CCCC3)cc2)[C@@H]1C#N | · | -1.9
Cc1nc(SCC(=O)NCc2ccccc2)n[nH]1 | · | 0.8
C[C@@H]1CN([C@H](C)CO)C(=O)Cc2cc(NS(=O)(=O)c3ccc(F)cc3)ccc2O[C@H]1CN(C)Cc1ccccc1 | -10 | -0.3
Cc1noc(C)c1NC(=O)N(C)C[C@H]1Oc2ccc(NC(=O)c3ccncc3)cc2C(=O)N([C@H](C)CO)C[C@H]1C | · | 1.3
COc1ccc(-c2nn(-c3ccccc3)cc2C2NC(=O)NC(C)=C2C(=O)OCc2ccccc2)cc1 (centres undefined) | -8 | 0.3
C[C@@H]1CN([C@H](C)CO)C(=O)c2cccc(NC(=O)Nc3ccc(C(F)(F)F)cc3)c2O[C@H]1CN(C)CC1CC1 | 2 | 1.0
C[C@H]1CN([C@@H](C)CO)C(=O)c2ccccc2-c2ccccc2CO[C@H]1CN(C)C(=O)[C@H](Cc1ccccc1)N(C)C | 2 | -0.6
O=C(CCN1CCCCC1)N[C@@H]1CC[C@@H](CCNS(=O)(=O)c2ccc(Cl)cc2)O[C@@H]1CO | -9 | -0.2
O=C(Nc1ccc(I)cc1C(=O)NCC1CCCO1)c1cccnc1 (centres undefined) | -6 | -0.2
C[C@H](CO)N1C[C@H](C)[C@@H](CN(C)C(=O)CC2CC2)Oc2cc(-c3ccccc3)ccc2S1(=O)=O | · | 0.0
C[C@@H]1CN([C@H](C)CO)C(=O)Cc2cc(NC(=O)c3ccncc3)ccc2O[C@@H]1CN(C)S(=O)(=O)c1ccc(Cl)cc1 | -5 | -1.0
CCC(=O)N(C)C[C@@H]1Oc2ncc(-c3ccc(C#N)cc3)cc2C(=O)N([C@@H](C)CO)C[C@@H]1C | 2 | -6.8

3 entries from above, set out differently.
Cc1ccc(S(=O)(=O)N[C@H]2CC[C@@H](CC(=O)NCCc3ccncc3)O[C@H]2CO)cc1
  EZH2 inh: 5 | IDH1 mut inh: 0.2
Cc1ccc(C(=O)Nc2ccccc2C(=O)N2CCN(c3ccccc3)CC2)cc1S(=O)(=O)N1CCCCC1
  EZH2 inh: 9 | IDH1 mut inh: -0.2
C[C@@H](O)C#Cc1ccc2c(c1)O[C@H](CN(C)Cc1ccncc1)[C@@H](C)CN([C@@H](C)CO)S2(=O)=O
  EZH2 inh: -9 | IDH1 mut inh: 0.0

Only part of the results is shown, so the mix of outcomes need not match the whole.
